# Bioassay records: PubChem, Southern Research Specialized Biocontainment Screening Center
# PhoP GFP inhibition: PhoP regulon inhibitors, Salmonella typhi PhoP promoter GFP reporter, confirmatory (AID 1850); Salmonella Typhi PhoP-promoter GFP reporter, fluorescence, 4 h; higher % means a stronger effect; inhibition, % at 50 µM, or IC50 in µM where a hit was titrated; hit rate 0.33% among 310,000; in the data active = a potency from the dose series; inconclusive = inhibition mostly from about 25% at the one dose, without a potency; inactive = the rest, 99 in 100 with inhibition below about 19%;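 note: 0% = induced wells with vehicle and 100% = uninduced wells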
# M. tuberculosis: growth inhibition of non-replicating M. tuberculosis (AID 488890) | Mycobacterium tuberculosis non-replicating, growth inhibition; higher % means a stronger effect | inhibition, % at 25 µM, or IC50 in µM where a hit was titrated | hit rate 0.39% among 320,000; in the data active = a potency from the dose series; inconclusive = inhibition mostly from about 82% at the one dose, without a potency; inactive = the rest, 99 in 100 with inhibition below about 76%;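 note: plate controls were DMSO cells for no effect and high antibiotic wells for full effect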
# influenza NS1A: H1N1 influenza NS1A inhibitors, functional cell based assay (AID 504329). NS1A functional cell-based assay, percent inhibition; higher % means a stronger effect. inhibition, % at 12.5 µM, or IC50 in µM where a hit was titrated. hit rate 0.3% among 340,000; in the data active = a potency from the dose series; inconclusive = inhibition above about 27% without an active follow-up result; note: strong numbers were not always called active
# M. tuberculosis HTS: M. tuberculosis growth inhibition, HTS (AID 449762). M. tuberculosis H37Rv growth inhibition, 7H9 media; higher % means a stronger effect. inhibition, % at 25 µM; hits with a dose series show IC50 in µM. hit rate 0.59% among 330,000; in the data active = a potency from the dose series; inconclusive = inhibition above about 70% without an active follow-up result;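 note: bacterial growth assessed after seven days of incubation; strong numbers were not always called active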
# VEEV TC-83 Vero: inhibitors of VEEV TC-83 cytopathic effect, confirmation, Vero cells (AID 588727). Vero cells, VEEV TC-83 cytopathic effect inhibition; higher % means a stronger effect. inhibition, % at 20 µM, or IC50 in µM where a hit was titrated. hit rate 0.13% among 350,000; in the data active = a potency from the dose series; inconclusive = inhibition mostly from about 14% at the one dose, without a potency; inactive = the rest, 99 in 100 with inhibition below about 12%; note: strong numbers were not always called active
# VEEV TC-83 Vero 10K pilot screen: second read-out of VEEV TC-83 Vero, no call of its own (marks repeat the call); inhibition, %; measured here: 10K pilot screen inhibition
# The depositor's hits bear a star; i = inactive; ? = inconclusive; . = not tested or not shown.
SMILES,PhoP GFP inhibition,M. tuberculosis,influenza NS1A,M. tuberculosis HTS,VEEV TC-83 Vero,others
OCCN(Cc1ccccc1)Cc1ccccc1F,4%,16%,-2%,4%,i,
Cc1nc2ccc(F)cc2cc1C(=O)NC(C)C,-2%,-5%,3%,-14%,0.4%,
COC(=O)CCCC1=CC2=CC(=O)C(C)(OC(=O)c3ccco3)C(=O)C2=CO1 (stereo not given),-8%,-4%,.,-4%,.,
COc1cccc(C(=O)Nc2ccc(N3CCN(C(=O)c4cccs4)CC3)cc2)c1,-6%,32%,9%,2%,7.5%,
Cc1cc(OCC(=O)N2CCCC2)ccc1Cl,-2%,75%,6%,2%,1.2%,
O=C(CSc1nnnn1-c1ccc2c(c1)OCCO2)OC1CCCCC1,-4%,?,0%,12µM*,0.9%,
CC1CCN(S(=O)(=O)c2ccccc2)CC1,-7%,4%,-2%,-6%,0.8%,
NC(=O)c1c(NC(=O)c2ccncc2)sc2c1CCCCCC2,-4%,29%,-5%,3%,1.7%,
O=C(O)[C@@H]1[C@@H]2C[C@@H]2CN1c1ncccc1[N+](=O)[O-],-3%,5%,-15%,-3%,0.2%,
O=c1[nH]c2ccccc2c(O)c1-c1ccccc1[N+](=O)[O-],-8%,-10%,-3%,46%,0.8%,
OCC1(CCc2ccccc2)CCN(Cc2ccc(OC(F)F)cc2)CC1,.,.,3%,.,1.0%,
N#Cc1c(-c2ccccc2)cc(C2CC2)nc1SCC(=O)c1cccs1,.,.,-11%,.,8.8%,
CC(SCc1ccccc1)C(=O)NCc1ccccn1 (stereo not given),.,.,10%,.,0.5%,
CCCc1nc(SCC(=O)Nc2ccccc2OC)c2c(=O)n(C)c(=O)n(C)c2n1,-5%,-8%,8%,0%,7.3%,
c1cncc(CNCCN2CCNCC2)c1,.,.,-10%,.,i,
CC1CCCCN1C(=O)COC(=O)c1cccc(NS(=O)(=O)c2ccccc2)c1 (stereo not given),8%,24%,-5%,5%,9.6%,
Nc1nc(Nc2ccccc2F)nc(NCCO)c1[N+](=O)[O-],-7%,-1%,.,7%,i,
COC(=O)C1C2C=CC3(CN(c4ccc(Cl)c(F)c4)C(=O)C13)O2 (stereo not given),1%,11%,1%,-6%,0.2%,
Cc1snc(S(=O)(=O)Cc2c(Cl)cccc2Cl)c1C#N,0%,-3%,-1%,-3%,0.1%,
Cc1ccc(NC(=O)COc2ccc(Br)cc2CO)cc1S(=O)(=O)N1CCOCC1,.,34%,-7%,0%,6.3%,
CCOC(=O)Cn1c(=O)c2c(nc(Br)n2Cc2ccccc2Cl)n(C)c1=O,-8%,38%,-24%,-12%,i,
Cc1ccc(NS(=O)(=O)c2ccc(C(=O)OCC(=O)NCC3CCCO3)cc2)cc1 (stereo not given),6%,-7%,-18%,3%,i,
COc1cccc(NC(=O)COc2ccccc2)c1,1%,?,-3%,-2%,1.6%,
COc1ccccc1N1CC(C)C(=O)NC1=S (stereo not given),2%,4%,9%,4%,i,
CS(=O)(=O)Nc1ccc(C(=O)Nc2ccccc2-c2ccccc2)cc1,-4%,18%,-9%,-3%,1.2%,
# Next results:
SMILES,PhoP GFP inhibition,M. tuberculosis,influenza NS1A,M. tuberculosis HTS,VEEV TC-83 Vero,others
CC(=O)Nc1ccc(-c2csc(NC(=O)C3CCN(S(=O)(=O)c4cccs4)CC3)n2)cc1,-4%,32%,27%,0%,6.9%,
CCCCCCCCn1c(=O)c(C(=O)OCC)c(O)c2ccccc21,3%,-2%,-2%,62%,1.4%,
COc1ccc(/C=C(\NC(=O)c2ccc([N+](=O)[O-])cc2)C(=O)NCCN2CCOCC2)cc1,-3%,-9%,5%,-2%,1.2%,
Cc1c(NC(=O)C2(c3ccccc3)CCCC2)c(=O)n(-c2ccccc2)n1C,-11%,2%,8%,-6%,0.9%,
COc1ccccc1C(=O)c1cc2ccc(O)cc2oc1=O,3%,-3%,-6%,1%,1.9%,
Cc1c(NC(=O)Nc2ccc3c(c2)OCO3)c(=O)n(-c2ccccc2)n1C,1%,-5%,7%,-2%,4.7%,
O=C(CN(Cc1ccccc1F)C(=O)Cn1nnc(-c2cccs2)n1)NC1CCCCC1,-10%,-10%,1%,2%,7.0%,
CCN1CCC(NC(=O)Nc2cc(Cl)ccc2OC)CC1,-6%,-10%,-3%,-10%,i,
CCN(CC)CCN(C(=O)c1cc2ccccc2cc1OC)c1nc2ccc(OC)cc2s1,-34%,49%,5%,67%,7.2%,
C/C=C(/C)C(=O)OC1c2c(ccc3ccc(=O)oc23)OC(C)(C)C1OC(C)=O (stereo not given),-9%,6%,8%,-11%,2.9%,VEEV TC-83 Vero 10K pilot screen=3.8
Cc1nnc(SCC(=O)N2CCN(c3ccccc3)CC2)n1-c1ccccc1,-8%,5%,-18%,-2%,1.2%,
O=C(COC(=O)/C=C/c1ccc([N+](=O)[O-])cc1)Nc1ccc2[nH]c(=O)[nH]c2c1,.,.,-3%,.,0.4%,
COc1ccccc1NC(=S)NCc1ccccc1Cl,8%,46%,-7%,2%,i,
N#CC(c1ccccc1)c1ccc(=O)[nH]n1 (stereo not given),-7%,1%,-5%,3%,0.6%,
O=c1cc2c(n[nH]1)-c1ccccc1CC2,-9%,-5%,-10%,3%,0.5%,
COc1ccc(S(=O)(=O)Nc2cccc(-c3ccc(N4CCCCCC4)nn3)c2)c(OC)c1,-2%,37%,1%,10%,3.2%,
O=C(Cc1ccccc1)NCC(=O)N/N=C/c1cccs1,-3%,0%,-4%,0%,7.7%,
CC(C(=O)N1CCOCC1)N1C(=O)c2cccc3cccc(c23)C1=O (stereo not given),-7%,-3%,-1%,7%,1.5%,
O=C(COC(=O)c1cccnc1Cl)Nc1ccc(N2CCCCC2)cc1,.,1%,-18%,0%,0.0%,
Cc1ccc(N2CCN(C(=O)N3CCCC3)CC2)cc1Cl,-2%,56%,2%,5%,i,
C/C=C/C=[N+](\[O-])C(C)/C(=N/O)c1ccc(F)cc1 (stereo not given),4%,7%,-23%,-2%,3.0%,VEEV TC-83 Vero 10K pilot screen=0.5
Oc1ccccc1-c1cc(C(F)(F)C(F)F)nc(-c2ccccc2)n1,-1%,-8%,5%,12%,i,
CCOc1ccc(N2C(=O)S/C(=C\c3cc(OC)c(OC)c(OC)c3)C2=O)cc1,13%,-4%,.,6%,1.0%,
Cc1onc(-c2c(F)cccc2Cl)c1C(=O)NC(C)c1ccccc1 (stereo not given),-9%,1%,5%,0%,2.1%,
COc1cc2c(cc1OC)C(CC#N)=NC(C)(C)C2,-5%,8%,4%,3%,i,

# 21 entries already listed, sorted by SMILES length, lowest first:
SMILES,PhoP GFP inhibition,M. tuberculosis,influenza NS1A,M. tuberculosis HTS,VEEV TC-83 Vero,others
c1cncc(CNCCN2CCNCC2)c1,.,.,-10%,.,i,
COc1ccccc1N1CC(C)C(=O)NC1=S (stereo not given),2%,4%,9%,4%,i,
COc1ccccc1NC(=S)NCc1ccccc1Cl,8%,46%,-7%,2%,i,
CCN1CCC(NC(=O)Nc2cc(Cl)ccc2OC)CC1,-6%,-10%,-3%,-10%,i,
O=C(Cc1ccccc1)NCC(=O)N/N=C/c1cccs1,-3%,0%,-4%,0%,7.7%,
NC(=O)c1c(NC(=O)c2ccncc2)sc2c1CCCCCC2,-4%,29%,-5%,3%,1.7%,
CCCCCCCCn1c(=O)c(C(=O)OCC)c(O)c2ccccc21,3%,-2%,-2%,62%,1.4%,
OCC1(CCc2ccccc2)CCN(Cc2ccc(OC(F)F)cc2)CC1,.,.,3%,.,1.0%,
C/C=C/C=[N+](\[O-])C(C)/C(=N/O)c1ccc(F)cc1 (stereo not given),4%,7%,-23%,-2%,3.0%,VEEV TC-83 Vero 10K pilot screen=0.5
N#Cc1c(-c2ccccc2)cc(C2CC2)nc1SCC(=O)c1cccs1,.,.,-11%,.,8.8%,
Cc1nnc(SCC(=O)N2CCN(c3ccccc3)CC2)n1-c1ccccc1,-8%,5%,-18%,-2%,1.2%,
Cc1c(NC(=O)Nc2ccc3c(c2)OCO3)c(=O)n(-c2ccccc2)n1C,1%,-5%,7%,-2%,4.7%,
Cc1c(NC(=O)C2(c3ccccc3)CCCC2)c(=O)n(-c2ccccc2)n1C,-11%,2%,8%,-6%,0.9%,
Cc1ccc(NC(=O)COc2ccc(Br)cc2CO)cc1S(=O)(=O)N1CCOCC1,.,34%,-7%,0%,6.3%,
O=C(CN(Cc1ccccc1F)C(=O)Cn1nnc(-c2cccs2)n1)NC1CCCCC1,-10%,-10%,1%,2%,7.0%,
CCOc1ccc(N2C(=O)S/C(=C\c3cc(OC)c(OC)c(OC)c3)C2=O)cc1,13%,-4%,.,6%,1.0%,
COC(=O)CCCC1=CC2=CC(=O)C(C)(OC(=O)c3ccco3)C(=O)C2=CO1 (stereo not given),-8%,-4%,.,-4%,.,
C/C=C(/C)C(=O)OC1c2c(ccc3ccc(=O)oc23)OC(C)(C)C1OC(C)=O (stereo not given),-9%,6%,8%,-11%,2.9%,VEEV TC-83 Vero 10K pilot screen=3.8
COc1ccc(S(=O)(=O)Nc2cccc(-c3ccc(N4CCCCCC4)nn3)c2)c(OC)c1,-2%,37%,1%,10%,3.2%,
CC(=O)Nc1ccc(-c2csc(NC(=O)C3CCN(S(=O)(=O)c4cccs4)CC3)n2)cc1,-4%,32%,27%,0%,6.9%,
O=C(COC(=O)/C=C/c1ccc([N+](=O)[O-])cc1)Nc1ccc2[nH]c(=O)[nH]c2c1,.,.,-3%,.,0.4%,

# The listing continues.
SMILES,PhoP GFP inhibition,M. tuberculosis,influenza NS1A,M. tuberculosis HTS,VEEV TC-83 Vero,others
O=C(Cc1ccccc1)c1ccc(Cl)cc1,3%,67%,-4%,-7%,1.4%,
Cc1cccc(NC(=O)Nc2cnccn2)c1,-7%,10%,-1%,5%,0.8%,
COc1ccc(NCc2nc3ccccc3n2CCOc2ccc(C)cc2)cc1,6%,44%,10%,?,3.4%,
O=C(Cn1[nH]c(=O)c2ccccc2c1=O)NCCN1C(=O)S/C(=C\c2ccccc2)C1=O,.,36%,3%,0%,8.2%,
COc1ccccc1NC(=O)Cn1nnc(-c2ccccc2NS(=O)(=O)c2ccccc2)n1,-2%,2%,-3%,-3%,0.6%,
CN(Cc1ccc2ccccc2c1)C(=O)c1ccc(C(F)(F)F)cc1,7%,29%,8%,15%,1.0%,
O=C(NCCN1CCc2ccccc2C1)Nc1ccc(F)cc1,13%,-21%,0%,-6%,2.0%,
CCCS(=O)(=O)N1CCCC(c2nc(-c3ccc(OC)cc3)no2)C1 (stereo not given),-3%,2%,0%,-5%,0.2%,
O=C(O)c1cccc(-c2ccc(/C=c3/sc4nc5ccccc5n4c3=O)o2)c1,-5%,18%,5%,-14%,1.4%,
CC(=O)N=C1SC2CS(=O)(=O)CC2N1c1ccccc1Cl (stereo not given),15%,-13%,1%,1%,0.2%,
C[C@H](N)CN1CCc2ccc(Br)cc21,9%,31%,-2%,16%,1.0%,
Cc1ccc(C(=O)NN(CCC(=O)NC(C)(C)C)C2=NS(=O)(=O)c3ccccc32)cc1,0%,39%,-3%,4%,2.0%,
CC12C=CC3(O1)C(C(=O)N1CCCOC13)C2C(=O)O (stereo not given),-3%,-1%,-5%,1%,i,
CCCOC(=O)Cn1cnc2scc(-c3ccc(C)cc3)c2c1=O,-3%,78%,-8%,4%,0.7%,
Cc1ccnc(NC(=O)c2ccccc2NC(=O)c2ccc(Cl)cc2Cl)c1,0%,54%,-3%,5%,0.8%,
CC(C)c1ccc(NC(=S)NNC(=O)c2cccs2)cc1,16%,26%,2%,7%,6.2%,
O=C(Cn1ccc2cc(S(=O)(=O)N3CCCC3)ccc21)NCc1ccco1,-7%,22%,10%,9%,i,
O=C(C1CC(c2ccccc2O)=NO1)N1CCCC1 (stereo not given),-8%,15%,-5%,-9%,i,
CCS(=O)(=O)N1CCC(C(=O)NCc2ccc(F)cc2Cl)CC1,10%,4%,1%,-3%,i,
CCC(C)NC(=O)c1ccccc1NC(=O)/C(=C/c1ccc(OC)cc1)c1ccccc1 (stereo not given),1%,-17%,-3%,1%,3.5%,
O=C1ON=C(c2ccccc2)/C1=C/c1ccco1,2%,1%,6%,2%,5.0%,
